PHOSPHO1 inh: PubChem AID 1565. inhibition, % at 13.3 µM. recombinant PHOSPHO1, absorbance phosphatase assay. Phosphoethanolamine/phosphocholine phosphatase (Homo sapiens), Q8TCT1. actives 1.1% (n = 290,000); in the data active = inhibition above about 60%
Target sequence (Q8TCT1 whole entry, looked up): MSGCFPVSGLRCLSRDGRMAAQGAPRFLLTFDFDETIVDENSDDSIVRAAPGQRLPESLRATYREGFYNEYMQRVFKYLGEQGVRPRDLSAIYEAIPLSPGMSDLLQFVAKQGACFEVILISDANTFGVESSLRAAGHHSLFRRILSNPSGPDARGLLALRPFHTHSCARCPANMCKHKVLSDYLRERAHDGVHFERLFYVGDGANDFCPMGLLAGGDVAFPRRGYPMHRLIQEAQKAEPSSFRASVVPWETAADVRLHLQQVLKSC
IDE act: human IDE activators in live cells, primary screen, fluorescence polarization, HEK cells, FAbeta-B substrate; Insulin-degrading enzyme (Homo sapiens), P14735; FAbeta-B cleavage; 0% vehicle, 100% cell-free pure enzyme wells; activation, % at 5.96 µM; actives 0.073% (n = 340,000); AID 493087, 2011;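 active = activation above the mean of all tested compounds plus 3 SD, set per screening campaign, cut at about 17% in these data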
DNA FID counter: compounds displacing fluorescent DNA intercalator, primary screen, artefact control for HCV NS3 helicase inhibitor project, biochemical, FID fluorescence; DNA fluorescent intercalator displacement; inhibition, % at 7.9 µM; actives 0.17% (n = 290,000); AID 1845, 2009; in the data active = inhibition above about 37%;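 also: 0% = vehicle and 100% = reference compound; higher means more ethidium bromide displaced from hairpin DNA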
MEKK3 PB1 HTS: modulators of MEKK3-MEK5 PB1 binding, primary screen, biochemical, wildtype MEKK3, multiplex bead flow cytometry, Alexa488-MEK5; Mitogen-activated protein kinase kinase kinase 3 (Homo sapiens), Q99759; bead-based flow cytometry, Alexa488-MEK5 binding to MEKK3; actives lie on both sides; 0 = blocked by unlabeled MEK5, 100 = vehicle; binding response (% of control), % at 10 µM; actives 1.4% (n = 290,000);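 active = binding response more than 3 SD above or below the average of its plate-row segment, actives on both sides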;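 also: Alexa488 bead fluorescence after subtracting the streptavidin-only scavenger bead signal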
Target sequence (Q99759 whole entry, looked up): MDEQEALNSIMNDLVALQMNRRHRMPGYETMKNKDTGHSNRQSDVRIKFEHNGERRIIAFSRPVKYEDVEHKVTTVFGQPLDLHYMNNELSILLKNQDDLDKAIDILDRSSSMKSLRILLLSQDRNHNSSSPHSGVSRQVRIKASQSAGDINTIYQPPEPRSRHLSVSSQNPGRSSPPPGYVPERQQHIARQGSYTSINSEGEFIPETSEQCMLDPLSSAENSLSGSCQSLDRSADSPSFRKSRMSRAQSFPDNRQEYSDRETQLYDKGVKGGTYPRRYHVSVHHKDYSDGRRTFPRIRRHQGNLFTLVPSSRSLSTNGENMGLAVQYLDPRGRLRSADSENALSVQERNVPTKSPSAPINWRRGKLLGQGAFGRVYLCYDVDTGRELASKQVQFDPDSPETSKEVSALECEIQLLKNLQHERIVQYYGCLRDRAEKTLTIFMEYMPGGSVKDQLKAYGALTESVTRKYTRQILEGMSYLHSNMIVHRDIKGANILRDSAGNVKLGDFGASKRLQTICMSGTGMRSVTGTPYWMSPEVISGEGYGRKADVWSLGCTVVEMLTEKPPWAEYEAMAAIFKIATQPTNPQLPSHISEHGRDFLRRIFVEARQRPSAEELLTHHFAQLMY
IMP-1 inh: IMP-1 metallo-beta-lactamase inhibitors, primary screen, biochemical, epi-absorbance readout, Pseudomonas aeruginosa enzyme | purified IMP-1, nitrocefin hydrolysis, epi-absorbance fluorescence | inhibition, % at 5.6 µM | actives 0.45% (n = 290,000);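 active = inhibition above the mean plus 3 SD of all compounds in the same screening run, cut at about 4.5% in these data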;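 also: 0% = IMP-1 with DMSO and 100% = DMSO wells lacking enzyme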
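Assay system: purified recombinant IMP-1 beta-lactamase. Input: IMP-1 0.2 nM before substrate addition. Buffer or medium: Zinc- and detergent-supplemented HEPES buffer, pH 7.1. Schedule: 25 °C, 15 min preincubation, 25 min reaction. Signal: Epi-absorbance fluorescence, 480 nm excitation, 530 nm emission. Evaluation: percent inhibition from optical density relative to buffer-blank wells.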
HCV NS3 hel inh: inhibitors of HCV NS3 helicase, primary screen, biochemical, Cy5 molecular beacon fluorescence; Hepatitis C virus NS3 helicase; NS3 helicase DNA unwinding; inhibition, % at 10.9 µM; actives 0.56% (n = 290,000); AID 1800, 2009;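 active = inhibition above the mean of all tested compounds plus 3 SD, set per campaign, cut at about 35% in these data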;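 also: 0% = DMSO wells and 100% = thioflavine S control wells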
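System: HCV NS3 helicase fragment; control set: DMSO and thioflavine S; technique: Cy5 fluorescence at 0 and 60 min, beacon hairpin quenching; reagent: beacon DNA duplex substrate plus ATP; replicates: singlicate; schedule: 1 h reaction at 25 °C, ATP-initiated; medium: MOPS buffer pH 6.5 with MgCl2, DTT, Tween20, BSA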
VIM-2 inhibitor: VIM-2 metallo-beta-lactamase inhibitors, primary screen, biochemical, epi-absorbance readout, Pseudomonas aeruginosa enzyme. inhibition, % at 5.6 µM. AID 1527, 2009. purified VIM-2, nitrocefin hydrolysis, epi-absorbance fluorescence. actives 0.89% (n = 290,000);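 active = inhibition above the mean of all tested compounds plus 3 SD, cutoff set per screening run, cut at about 7.5% in these data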;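 also: red hydrolysis product quenches plate fluorescence so inhibitors raise well fluorescence; 0% = enzyme with DMSO and 100% = DMSO without enzyme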
p-CIP stab down: p/CIP-EGFP fusion destabilizers, primary screen, fluorescence, F442A cells | Q05BA5 | 16 h | decrease of EGFP signal, % at 10 µM | actives 0.01% (n = 290,000);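 active = EGFP signal decrease of at least 30% at 10 µM or well 3 SD below plate mean, unless failing retest; inactive = the rest, including hits failing retest or dose response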; also: some compounds called inactive have numbers as strong as hits; many of its hits are not listed in these tables
SUMO HTRF inh: inhibitors of in vitro SUMOylation cascade, primary screen, biochemical, HTRF, uHTS. AID 2006, 2009. actives 0.36% (n = 290,000). SUMO-conjugating enzyme UBC9 (Homo sapiens), P63279. inhibition, % at 35 µM. HTRF SUMOylation assay, SAE1/SAE2 + UBC9; in the data active = inhibition above about 50%, passing the limit was not always enough; also: strong numbers were not always called active
Target sequence (P63279 whole entry, looked up): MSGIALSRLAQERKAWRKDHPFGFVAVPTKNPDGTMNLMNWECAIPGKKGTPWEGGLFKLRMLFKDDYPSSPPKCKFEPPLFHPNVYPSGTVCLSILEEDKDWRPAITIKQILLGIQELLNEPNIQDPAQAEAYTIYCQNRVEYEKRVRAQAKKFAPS
* = called active by the depositor; · = no result given; [ ] = another dose, or the depositor's remark. Only part of the results is shown; the hit share may differ from the screen's.

SMILES | PHOSPHO1 inh | IDE act | DNA FID counter | MEKK3 PB1 HTS | IMP-1 inh | HCV NS3 hel inh | VIM-2 inhibitor | p-CIP stab down | SUMO HTRF inh
CN(C(=O)C1CCC1C(=O)O)c1nc(-c2ccc(Cl)s2)cs1 (stereo not given) | 51 | -3 | -31 | 96 | -2.3 | 24 | -1.3 | -10 | 5
O=C(O/N=C/c1ccc2c(c1)OCO2)c1ccccc1Cl | 7 | · | -6 | 94 | 0.1 | 3 | -4.1 | -15 | 18
NC(=S)N/N=C/c1cccc(/C=N/NC(N)=S)c1 | 45 | -7 | -6 | 97 | -2.5 | -3 | -1.2 | -4 | 17
O=C(N/N=C/C(Br)=C/c1ccccc1)c1n[nH]c2c1CCC2 | 6 | -2 | -9 | 93 | -1.0 | 1 | -2.0 | -29 | 20
CC(=O)Nc1ccc(CN2CCN(C3CCCCC3)C(CCO)C2)cc1 (stereo not given) | 37 | 3 | -2 | 93 | -1.0 | 7 | -1.2 | -18 | 4
COc1cc(OC)nc(Oc2cc(C=O)ccc2OC)n1 | 56 | 6 | -5 | 94 | -2.5 | 12 | -0.9 | -12 | 13
O=C(O)c1cccc(N/C(=N\S(=O)(=O)c2ccccc2)c2ccccc2)c1 | 24 | -2 | -7 | 92 | -3.2 | 3 | -2.8 | -1 | 11
O=C(Cc1n[nH]c(=O)[nH]c1=O)N/N=C/c1ccccc1O | 1 | 5 | -2 | 102 | -3.0 | 5 | -3.5 | -4 | 10
CCN(c1ccccc1)S(=O)(=O)c1ccc2[nH]cc(C(=O)N3CCOCC3)c(=O)c2c1 | -14 | 6 | -9 | 93 | -4.5 | 2 | -3.0 | -1 | -4
Cc1cccc(N2CCN(C(=O)c3cccc(N4C(=O)C5C6C=CC(C6)C5C4=O)c3)CC2C)c1 (stereo not given) | -1 | -2 | -58 | 100 | -3.3 | -10 | -6.7 | -5 | -4
CSc1ccc(Cl)c(C(=O)OCC(=O)NCC(C)C)c1 | 3 | 5 | -13 | 97 | -0.3 | -2 | -2.2 | 9 | 8
Cn1c2c(c(=O)n(C)c1=O)C1(C(=O)Nc3ccccc31)C(C#N)=C(N)O2 (stereo not given) | 7 | 2 | -2 | 109 | -2.4 | -1 | -1.2 | -2 | 14
CC(C)(CO)NC(=O)c1ccc2nc(Cc3cccc(Cl)c3)oc2c1 | · | -2 | -23 | 104 | -3.2 | -2 | -3.6 | 25 | -2
O=C(Nn1cnnc1)c1cc(-c2ccccn2)nc2ccccc12 | -7 | 2 | 6 | 104 | -2.8 | 0 | -1.4 | -7 | 23
COc1ccccc1COCC(O)CNCCc1ccc(C(F)(F)F)cc1 (stereo not given) | 31 | 2 | 16 | 98 | -0.4 | -38 | -0.5 | -9 | 5
O=C(Cc1c(Cl)cccc1Cl)NC1CC1 | 24 | 4 | -2 | 104 | -2.1 | 0 | 0.4 | -9 | 11
O=C(CSc1nncn1-c1ccccc1)Nc1cc(Cl)cc(Cl)c1 | 1 | 7 | 0 | 99 | -8.6 | -3 | -3.8 | -9 | 19
O=C(NCCCl)c1ccc(OCc2ccccc2)cc1Cl | 3 | 0 | 28 | 93 | -1.3 | -57 | 3.1 | -4 | 0
CCOC(=O)N/N=C1\CC(C)S(=O)(=O)c2ccc(Cl)cc21 (stereo not given) | -4 | 3 | -5 | 97 | -5.2 | 17 | -1.1 | -6 | 16
CC(C)(C)c1cc(C(=O)Nc2cccnc2)cc(C(=O)Nc2cccnc2)c1 | 36 | 1 | -29 | 104 | -3.9 | -6 | -2.8 | 0 | -2
O=S(=O)(c1cccs1)N1CCN(c2cccc(Cl)c2)CC1 | 40 | 2 | -16 | 100 | -0.9 | -12 | -1.3 | 5 | -12
CCn1cc(CN2CCC(n3nccc3NC(=O)CCOc3ccccc3)CC2)cn1 | 23 | 4 | 7 | 103 | -1.7 | 0 | -0.9 | -22 | 3
CCOC(=O)C1C(=O)NC(N2CCN(Cc3ccccc3)CC2)=NC1c1ccco1 (stereo not given) | 7 | 2 | -15 | 106 | -1.6 | 3 | -1.6 | -4 | 24
CCCCNC(=S)N/N=C/c1ccc(C#N)cc1 | -56 | · | 2 | 94 | -2.9 | 1 | -1.7 | 4 | -13
CCc1ccc(NC(=O)CCc2nc3ccccc3[nH]2)cc1 | 0 | -4 | 3 | 98 | -1.0 | -7 | 0.9 | -10 | 3
Cn1ncc([N+](=O)[O-])c1C(=O)N/N=C/c1c[nH]c2ccccc12 | 41 | 2 | 8 | 93 | -3.5 | 7 | -5.4 | -16 | -1
Cc1ccc(S(=O)(=O)N2CCN(C(=O)c3ccccc3)CC2)c(C)c1NS(C)(=O)=O | 23 | 1 | -12 | 93 | -1.9 | 1 | -2.3 | -15 | 5
Cc1noc(C)c1C(=O)Nc1ccc(-n2ccc(C(F)(F)F)n2)cc1 | · | 4 | -23 | 107 | -3.1 | -2 | -1.9 | -3 | 4
O=C(CSc1nnc(C2CC2)n1-c1ccccc1)NCCN1C(=O)CSC1=O | -18 | 6 | -9 | 92 | -1.3 | -15 | -0.3 | 8 | -22
O=C(CCC(=O)OCCCC(F)(F)C(F)(F)F)NC1CCCCC1 | -10 | 3 | -14 | 108 | -3.1 | 2 | -0.8 | 2 | 5

Random excerpt: four compounds from above
SMILES | PHOSPHO1 inh | IDE act | DNA FID counter | MEKK3 PB1 HTS | IMP-1 inh | HCV NS3 hel inh | VIM-2 inhibitor | p-CIP stab down | SUMO HTRF inh
O=C(NCCCl)c1ccc(OCc2ccccc2)cc1Cl | 3 | 0 | 28 | 93 | -1.3 | -57 | 3.1 | -4 | 0
Cc1noc(C)c1C(=O)Nc1ccc(-n2ccc(C(F)(F)F)n2)cc1 | · | 4 | -23 | 107 | -3.1 | -2 | -1.9 | -3 | 4
O=C(Cc1c(Cl)cccc1Cl)NC1CC1 | 24 | 4 | -2 | 104 | -2.1 | 0 | 0.4 | -9 | 11
CC(C)(C)c1cc(C(=O)Nc2cccnc2)cc(C(=O)Nc2cccnc2)c1 | 36 | 1 | -29 | 104 | -3.9 | -6 | -2.8 | 0 | -2

Next structures:
SMILES | PHOSPHO1 inh | IDE act | DNA FID counter | MEKK3 PB1 HTS | IMP-1 inh | HCV NS3 hel inh | VIM-2 inhibitor | p-CIP stab down | SUMO HTRF inh
O=C(NCCOc1ccccc1)C1CCC(=O)N(CCCN2CCOCC2)C1 (stereo not given) | 30 | 6 | -2 | 98 | -3.1 | 2 | -2.2 | -7 | 4
O=C(Nc1nc2ccc(S(=O)(=O)N3CCCC3)cc2s1)c1cccs1 | 8 | 1 | 0 | 101 | -1.5 | 9 | 1.1 | 5 | -7
Cc1cc(C)n2nc(CNS(=O)(=O)c3ccc(C)c(C)c3)nc2n1 | 28 | 3 | -6 | 101 | -1.6 | 7 | -2.6 | -6 | 10
C=CCS(=O)(=O)N1CCC(CCOc2ccccc2)(C(=O)OCC)CC1 | 26 | -2 | -34 | 99 | -2.2 | 4 | -3.3 | -7 | 15
Cc1ccc(Cc2cnc(NC(=O)/C(C#N)=C/c3ccc(-c4ccc([N+](=O)[O-])cc4)o3)s2)cc1 | -4 | 4 | 1 | 118 | -1.4 | 26 | -1.4 | -7 | 0
O=c1c2c3c(sc2ncn1-n1cccc1)CCCCC3 | 1 | -4 | -9 | 116 | -4.0 | -4 | -2.4 | -11 | -18
CN1CCN(CCCNC(=O)c2ccc(/C=C3\Sc4ccccc4N(Cc4ccccc4F)C3=O)cc2)CC1 | -5 | 5 | 34 | 97 | 0.3 | -72 | 1.4 | -4 | 16
CCOc1ccc(-n2c(=O)c3c4c(sc3n(CC(=O)NCCCOC)c2=O)CCCCC4)cc1 | 14 | 9 | -8 | 64 | -0.4 | 6 | 1.2 | -10 | -3
Cc1ccc(N2C(=O)CCC2(C#N)c2ccccc2)cc1 (stereo not given) | 32 | 6 | -16 | 78 | -0.9 | 10 | -0.8 | 2 | 12
CC(C)C(NC(=S)NCc1ccccc1)C(=O)O (stereo not given) | 26 | 4 | -8 | 34*[inhibitor] | -2.9 | 5 | -3.9 | 2 | -15
O=C(N/N=C/C1CC=CCC1)c1ccccc1O (stereo not given) | -7 | 0 | -8 | 106 | -3.8 | 6 | -7.3 | -46 | 22
CN1CCCC(OC(=O)COc2ccc(Br)cc2)C1 (stereo not given) | 38 | 2 | 9 | 93 | -3.0 | -5 | -1.5 | -2 | 20
CCOC(=O)CSc1nnc(CNC(=O)c2cc(OCC)c(OCC)c(OCC)c2)n1C | 10 | 1 | -23 | 105 | -5.9 | 18 | -3.8 | -6 | 3
O=[N+]([O-])c1ccccc1CSc1ccccn1 | 20 | · | 1 | 106 | -3.0 | -6 | -3.2 | 2 | 9
O=C1C=C(O)C(n2cncn2)C(c2cc(F)ccc2F)C1 (stereo not given) | 20 | 3 | -45 | 97 | -2.2 | 17 | -3.1 | -13 | 6
CC(C)CN1CCN(Cc2cnc(N3CCOCC3)s2)CC1CCO (stereo not given) | 37 | 8 | -2 | 93 | -1.7 | -1 | -3.8 | -5 | -4
COc1cc(NC(=S)Nc2ccc3c(c2)OCCO3)cc(OC)c1OC | 32 | 5 | -7 | 104 | -2.8 | 1 | -1.5 | -4 | 7
O=C(NC(=S)Nc1ccccc1C(=O)O)c1ccc(-c2ccc(Br)cc2)o1 | 12 | 2 | -26 | 101 | -2.3 | 8 | 19* | -11 | 18
CCOC(=O)C1(CCOc2ccccc2)CCN(Cc2ccc(C)o2)CC1 | 52 | -5 | 9 | 104 | -2.6 | -1 | -4.1 | -7 | -24
COCCNCCOc1ccc(C)cc1[N+](=O)[O-] | -10 | 2 | 17 | 79 | 0.5 | -5 | -0.1 | -7 | 17
O=C(COC(=O)Cn1[nH]c(=O)c2ccccc2c1=O)Nc1ccc2c(c1)OCO2 | 9 | 4 | -1 | 111 | -1.4 | 4 | -0.9 | 4 | 11
Cc1cccc(NS(=O)(=O)c2ccc(Br)s2)n1 | 12 | 2 | 2 | 104 | 0.7 | 2 | -0.3 | -14 | 29
Cc1ccc(N2C(=O)CS/C2=C(\C(Cl)=C(Cl)Cl)[N+](=O)[O-])cc1 | 80* | -5 | 1 | 98 | -2.7 | 15 | -2.5 | -22 | 7
Cc1csc(NC(=O)C2CC(=O)N(Cc3ccco3)C2)n1 (stereo not given) | -18 | 2 | -3 | 97 | -2.8 | 3 | -0.4 | 3 | 0
O=[N+]([O-])c1ccc(Oc2ccc(-c3nnco3)cc2)c(Cl)c1 | 23 | 3 | -13 | 101 | -2.3 | 16 | -2.6 | -13 | 18
